# S1P1 ag-PAM – agonists and agonism potentiators of human S1P1 receptor | P21453 | S1P1 CRE-bla cells, forskolin, beta-lactamase FRET, potentiator mode; S1P1 agonist co-added at EC20, 2 nM; 100% = saturating reference agonist, 0% = basal | activation, % at 9.5 µM | 0.57% of 56,000 active | AID 449;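 active = activation above a cutoff set at the mean activation of all tested compounds plus 3 SD, cut at about 54% in these data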;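 note: forskolin at 4 µM as EC80 and the EC20 agonist is SEW2871; 100% = SEW2871 at its EC100 plus forskolin at EC80; some compounds past the cut are filed as inactive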
# AP complement – alternative pathway complement inhibition, orthogonal assay | Human serum alternative complement pathway, LPS-coated ELISA, C3 deposition; tested in compound mixtures | inhibition, % at 5 µM | 0.08% of 62,000 active;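 active = inhibition above 30% in each of the two pooled mixtures holding the compound, so the lower value exceeds 30%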;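 note: 0% = serum in Mg-EGTA without compound and 100% = EDTA serum blank; some compounds past the cut are filed as inactive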
#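 Test system: human serum complement alternative pathway, C3 deposition onto LPS / Medium: Mg2+-EGTA GVB++ buffer containing human serum at 1:15 dilution / Probe or stimulus: Plate-bound LPS / Times: 1 h at 37 °C / Signal: ELISA with HRP anti-human C3 antibody, TMB substrate, absorbance 450 nm / Measure: percent inhibition / Repeats: two pool placements per compound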
# RORA act – activates the human nuclear receptor RORA. activation, % at 10 µM. 1.5% of 65,000 active. AID 560. CHO-K1 Gal4-RORA LBD luciferase reporter, luminescence; percent increase over mock-subtracted basal signal;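 active = activation above the mean of all tested compounds plus 3 SD, cut at about 49% in these data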;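 note: 0% = DMSO-treated RORA cells and 100% = added signal equal to DMSO minus mock-transfected cells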
# S1P3 ag – agonists of human S1P3 receptor | S1P3 NFAT-BLA reporter cells, agonism, FRET ratio; relative to 1 µM S1P, basal subtracted | AID 373 | activation, % at 4.5 µM | 0.1% of 60,000 active;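 active = activation above the screen-wide mean plus 3 SD, cut at about 4.5% in these data, passing the limit was not always enough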; note: some compounds called inactive have numbers as strong as hits
# Target sequence (Q99500 whole entry, looked up): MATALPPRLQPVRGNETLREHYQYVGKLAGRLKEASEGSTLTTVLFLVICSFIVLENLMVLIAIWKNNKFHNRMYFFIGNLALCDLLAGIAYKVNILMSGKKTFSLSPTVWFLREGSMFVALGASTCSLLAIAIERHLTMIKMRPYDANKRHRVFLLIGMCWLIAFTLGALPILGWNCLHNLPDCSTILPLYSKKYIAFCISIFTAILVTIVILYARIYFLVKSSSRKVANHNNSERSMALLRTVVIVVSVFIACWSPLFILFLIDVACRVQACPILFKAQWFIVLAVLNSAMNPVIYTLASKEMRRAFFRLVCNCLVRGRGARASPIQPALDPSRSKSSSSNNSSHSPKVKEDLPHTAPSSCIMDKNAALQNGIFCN
#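 Benchmarks: high control 1 µM S1P / System: stable CHO line with human S1P3, Gα16, NFAT-BLA reporter / Dosing: single compound concentration, 4.5 µM final / Timing: 4 h compound at 37 °C, 2 h substrate at RT / Measured by: FRET β-lactamase substrate fluorescence, excitation 405 nm, 460/535 nm emission ratio, background-subtracted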
# HTR1E antagonist – 5-HT1E (human) receptor antagonism. P28566. 0.99% of 65,000 active. inhibition, % at 6 µM. CHO 5-HT1E Ga15 NFAT-bla reporter, FRET, antagonist. AID 571;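 active = inhibition above a set limit, the mean inhibition across every tested compound plus 3 SD, cut at about 29% in these data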;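 note: signal is the 460 over 535 nm emission ratio of beta-lactamase substrate; 0% = agonist plus DMSO wells and 100% = wells without agonist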
# SF-1 act – SF-1 (human) activation. CHO-K1 Gal4-SF-1 LBD luciferase reporter; % increase over DMSO SF-1-specific signal. activation, % at 10 µM. 1.9% of 65,000 active;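 active = activation above the mean activation of all tested compounds plus 3 SD, cut at about 50% in these data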
# Target sequence (Q13285 whole entry, looked up, the tested form may be a part): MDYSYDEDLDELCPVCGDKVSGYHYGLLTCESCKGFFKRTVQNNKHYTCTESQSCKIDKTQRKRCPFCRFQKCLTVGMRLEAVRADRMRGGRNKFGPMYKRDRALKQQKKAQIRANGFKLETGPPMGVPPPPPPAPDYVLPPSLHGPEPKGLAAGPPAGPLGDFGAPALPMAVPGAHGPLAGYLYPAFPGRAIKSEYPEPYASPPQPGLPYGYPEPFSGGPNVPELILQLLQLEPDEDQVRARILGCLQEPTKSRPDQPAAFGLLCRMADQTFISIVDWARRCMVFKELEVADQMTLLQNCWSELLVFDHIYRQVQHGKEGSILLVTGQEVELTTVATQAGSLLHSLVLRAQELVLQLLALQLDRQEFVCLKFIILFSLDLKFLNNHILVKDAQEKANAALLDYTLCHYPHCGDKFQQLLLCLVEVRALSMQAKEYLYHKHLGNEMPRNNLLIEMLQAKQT
#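 material = CHO-K1 cells with Gal4–hSF-1 LBD chimera plus Gal4-driven luciferase | compound = 10 µM single point, 1% DMSO | incubation = 20 h compound exposure at 37 °C after 1 h cell settling | measured by = SteadyLite luciferase luminescence | evaluation = percent activation relative to DMSO median and mock-transfected background | control set = DMSO negative control and −SF1 background wells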
# 5HT1a antag – antagonists of human 5-HT1a serotonin receptor; P08908; CHO 5-HT1a Ga15 NFAT-bla reporter, antagonist mode; inhibition, % at 10 µM; 0.68% of 62,000 active; AID 612;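 active = inhibition above the mean of all tested compounds plus 3 SD, cut at about 43% in these data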;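 note: receptor stimulated by 5-CT agonist at 100 nM near EC80; beta-lactamase reporter measured by ratiometric fluorescence of a cleavable substrate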
# 5HT1E ag – agonists of human 5-HT1E serotonin receptor; activation, % at 6 µM; CHO 5-HT1E Ga15 NFAT-bla reporter, FRET; 0% DMSO wells, 100% control agonist wells; P28566; 0.69% of 65,000 active;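 active = activation above a set limit, the screen-wide mean activation plus 3 SD, cut at about 8.5% in these data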;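 note: 100% = positive control agonist at 1 µM giving full maximal response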
# Ecoli tolC – blocks growth of E. coli BW25113 tolC mutant; 2.2% of 65,000 active; OD615; growth inhibition, % at 10 µM (by protocol); AID 573;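 active = growth inhibition at or above a cutoff equal to the mean over every tested compound plus 3 SD, cut at about 60% in these data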;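 note: growth measured after 20 h incubation at 37 °C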
#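 Test system – E. coli BW25113 ΔtolC::kan, tolC deletion mutant strain · Detection – OD at 615 nm · Buffer or medium – LB with kanamycin 50 µg/mL · Times – 20 h compound exposure of bacteria at 37 °C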
# An asterisk follows results filed as active; . = not tested or not shown.
SMILES,S1P1 ag-PAM,AP complement,RORA act,S1P3 ag,HTR1E antagonist,SF-1 act,5HT1a antag,5HT1E ag,Ecoli tolC
Cc1nc(=O)cc(-c2ccccc2)n1-c1ccccc1,-8,5,-2,-0.1,-8,-2,1,-1.1,-26
C=CCNC(=O)c1ccncc1,-19,0,-17,0.1,7,5,-10,1.8,-20
CC1(C)COCN1S(=O)(=O)c1ccc(C(=O)Nc2nnc(-c3ccc(Cl)s3)o2)cc1,16,3,-53,-1.2,8,-65,3,1.1,99*
Cc1ccc(OCC(=O)N(Cc2ccc(N(C)C)cc2)C2CCS(=O)(=O)C2)cc1 (centres undefined),-4,5,-5,-0.3,4,-9,3,-0.1,-5
COc1cc(OC)cc(-c2cc3nc(C)c(CCC(=O)NC(C)CCc4ccco4)c(C)n3n2)c1 (centres undefined),23,2,-36,-1.0,9,-32,18,0.0,20
CC1CCCC(NC(=O)COC(=O)Cc2cn3ccsc3n2)C1C (centres undefined),-1,8,-5,0.0,-6,-3,-9,-0.7,2
Nc1c2c(nc3ccn(Cc4ccccc4)c(=O)c13)CCC2,2,27,8,-1.0,7,-4,-9,0.3,4
CC(Sc1ccccn1)C(=O)Nc1ccccc1 (centres undefined),.,8,34,-1.4,8,57*,8,-0.6,1
COCCOC(=O)C1=C(C)N=c2s/c(=C\c3cccs3)c(=O)n2C1c1cccs1 (centres undefined),2,2,-6,-2.0,-3,-6,6,-0.2,-3
COc1ccc(CCN2CC(C#N)=C3c4cc(OC)c(OC)cc4CCN3C2)cc1OC,-10,-6,5,-1.1,38*,5,11,1.9,5
CC(C)CC(C(=O)Nn1cnnc1)N1C(=O)c2ccccc2C1=O (centres undefined),-19,23,3,0.3,5,-4,-3,-0.6,-8
CC(C)(C)C(=O)Nc1ccc(-c2cn3ccsc3n2)cc1,-32,16,-32,-0.7,10,-33,15,-0.4,1
Cc1cc(S(=O)(=O)N(Cc2ccc(F)cc2)CC2CCCO2)ccc1-n1cnnn1 (centres undefined),6,19,-13,0.5,11,8,14,-0.4,3
NCCCSC1=NCCCN1,2,5,-12,-0.2,-6,1,-19,0.5,-17
CCCC(c1nnnn1CS(=O)(=O)c1ccc(C)cc1)N1CCN(c2ccccc2)CC1 (centres undefined),5,2,20,-0.9,-7,8,26,-0.9,6

# Marked active in HTR1E antagonist, among the entries above:
SMILES,S1P1 ag-PAM,AP complement,S1P3 ag,HTR1E antagonist,5HT1a antag,5HT1E ag
COc1ccc(CCN2CC(C#N)=C3c4cc(OC)c(OC)cc4CCN3C2)cc1OC,-10,-6,-1.1,38*,11,1.9

# Compound profiles (already shown).
# C=CCNC(=O)c1ccncc1 is listed with S1P1 ag-PAM: -19; AP complement: 0; RORA act: -17; S1P3 ag: 0.1; HTR1E antagonist: 7; SF-1 act: 5; 5HT1a antag: -10; 5HT1E ag: 1.8; Ecoli tolC: -20
# Cc1ccc(OCC(=O)N(Cc2ccc(N(C)C)cc2)C2CCS(=O)(=O)C2)cc1 (centres undefined) is listed with S1P1 ag-PAM: -4; AP complement: 5; RORA act: -5; S1P3 ag: -0.3; HTR1E antagonist: 4; SF-1 act: -9; 5HT1a antag: 3; 5HT1E ag: -0.1; Ecoli tolC: -5

# Other entries
SMILES,S1P1 ag-PAM,AP complement,RORA act,S1P3 ag,HTR1E antagonist,SF-1 act,5HT1a antag,5HT1E ag,Ecoli tolC
CCOCCCNC(=O)CN1C(=O)CSc2ccccc21,1,12,-20,-0.5,-7,-7,-9,0.5,-13
COc1ccc(-c2nc(C(N)=O)c3[nH]c(=O)n(-c4ccccc4OC)c3n2)c(OC)c1,-25,34,8,1.3,12,21,-5,5.2,-2
Cc1cc(N2CCc3ccccc32)n2ncnc2n1,-27,.,-20,0.2,-18,-16,-7,0.8,.
COCCCN(C(=O)c1cccnc1SC)c1c(N)n(Cc2ccccc2)c(=O)[nH]c1=O,-4,18,-3,0.2,2,4,-2,-0.3,-10
O=C(NC1CCCCCC1)c1nnc(Cc2ccc(Cl)cc2)o1,-13,18,5,1.2,1,16,1,0.7,15
CCCCOCCCNC(=O)Cc1cccs1,.,-3,-8,-0.6,-9,1,-13,0.8,-21
Cc1[nH]c2ccc3c(ncn3CCC#N)c2c1C,-11,.,-21,-1.3,-10,0,.,0.1,6
COC(=O)c1ccsc1NC(=O)c1ccc(Cl)s1,-26,21,-7,-0.1,6,1,8,0.5,47
Cn1cnc2c1c(=O)n(CC(O)CO)c(=O)n2C (centres undefined),-6,-2,-6,0.4,-5,-8,-13,1.1,-9
Cc1cc(Cl)cc(C)c1OCC(=O)O,.,54,-1,.,1,0,-4,-0.1,-11
c1csc(-c2nn[nH]n2)c1,-3,-26,-16,-0.9,2,8,-1,-1.1,-8
Cc1cc(C)n(-c2nc(NCC(C)O)c3c4c(sc3n2)CCCC4)n1 (centres undefined),-85,9,2,29*,-6,-18,-3,1.2,94*
Cc1cnc(NC(=O)CN2CCN(c3ccccn3)CC2)s1,26,-1,-48,-0.5,-6,-61,26,-0.4,-13
CCOC(=O)C1=C(C)NC(SCc2cc(=O)[nH][nH]2)=C(C#N)C1c1cccs1 (centres undefined),.,-8,2,0.3,-11,4,6,0.4,13
CS(=O)(=O)N1CCCC(C(=O)NCCCN2CCOCC2)C1 (centres undefined),-27,10,-11,0.5,-2,7,-8,0.7,-12
Cc1ccccc1CCNC(=O)C1CCN(S(=O)(=O)c2ccc(-n3cnnn3)cc2)CC1,-36,6,2,0.1,-7,0,4,0.4,-1
CCOC(=O)N1CCN(c2ccc(C(=O)c3cccc(F)c3)cc2)CC1,.,2,28,.,-1,8,-7,-0.5,19
COc1cc(OC)cc(C(=O)NCc2cccnc2)c1,.,7,-17,-0.9,4,9,7,0.4,-1
CCOc1ccc(OCC)c(NC(=O)CSc2nc3c(c(=O)n(C)c(=O)n3C)n2CC)c1,-32,-7,3,0.9,15,32,-2,-0.3,27
Cc1nc2sc(C(c3ccco3)N3CCC(C)CC3)c(O)n2n1 (centres undefined),1,4,-8,-1.0,-11,2,7,0.6,2
O=C1CCCc2sc3c(c2N1)CCCCC3,-16,-2,-4,0.4,2,-26,-1,11*,1
CN(C)S(=O)(=O)c1ccc(C(=O)OCC(=O)c2ccc(OC(F)F)cc2OC(F)F)cc1,0,-10,2,-0.7,1,-5,-1,-0.5,7
CC1(C)NC(=O)N(CCCSc2ccc(Cl)cc2)C1=O,.,4,-6,-0.3,6,-6,-8,-0.6,12
CCCCOc1ccc(C(=O)CCN2CCCCC2)cc1,8,12,-31,-4.5,-7,-21,.,-0.3,21
Cc1cc(C)n(CC(=O)n2c3ccccc3c3ccccc32)n1,-56,-3,5,-0.6,13,-4,1,2.0,15
CCC(O)c1cc2c(cc1NC(=O)c1cccs1)OCCO2 (centres undefined),18,14,-2,-1.0,8,11,23,0.2,16
CC(C)c1cc(NCCCN2CCOCC2)n2c(nc3ccccc32)c1C#N,-12,.,-19,-4.6,7,-21,.,-0.2,17
Cc1ccc(C(=O)CSc2nnc(-c3ccco3)o2)o1,-5,.,1,-0.9,-4,23,10,0.5,-9
COc1cc(C(=O)Nc2c(-c3ccccn3)c(=O)c3ccccc3n2C)cc(OC)c1OC,-38,9,-21,-0.9,10,8,1,-0.5,-13
O=C(O)c1ccc2c(c1)C(c1ccccc1)OC2=O (centres undefined),-8,-9,-20,-1.6,-4,-2,-8,1.6,-5
Cc1nn(C)cc1C1C2=C(CC(C)(C)CC2=O)OC2=C1C(=O)CC(C)(C)C2,-6,-4,-2,-4.1,-8,8,.,0.7,-3
Oc1ccc2ccccc2c1C=NC12CN3CCN(CN(C3)C1)C2,-7,.,-14,-3.5,9,18,.,0.1,1
COC(=O)COc1ccc(S(=O)(=O)NCc2ccco2)cc1,3,8,-2,0.1,-4,-18,-5,-1.3,-18
COc1ccc2c(c1)OC(O)(C(F)F)CC2=O (centres undefined),-11,14,6,-1.4,3,-13,2,0.8,-17
COc1ccc(NC(=O)CN2c3cccc4cccc(c34)S2(=O)=O)cc1,19,8,-4,-1.1,7,-16,-1,1.6,18
CCOC(=O)c1ccccc1NC(=O)c1cccc2c1C(=O)N(C1CCN(C(=O)OCC)CC1)C2,3,28,-12,-0.9,13,-9,8,1.1,-6
COCCN1CC(O)=C(c2nc3ccccc3c(=O)[nH]2)C1=N,-24,7,-2,0.1,4,5,2,0.1,4
CCCn1c(=O)c2ccccc2n2c(SCc3nnc(-c4ccccc4Br)o3)nnc12,28,12,-8,-0.5,13,15,8,-0.9,0
Cc1cnc(C(=O)Nc2ccc(F)c(F)c2)cn1,-4,6,35,5.8,-2,39,11,-0.1,-22
O=C(Cc1cccs1)N1CCN(c2nc(-c3ccc(Cl)cc3)cs2)CC1,30,-7,9,-0.2,-14,7,-3,0.2,58
COc1ccccc1N1CC(C(=O)OC(C)C(=O)N2CCCc3ccccc32)CC1=O (centres undefined),19,-5,-7,0.9,4,-5,-3,0.3,1
CCCS(=O)(=O)N1CCCC(C(=O)N2CCN(C(=O)OCC)CC2)C1 (centres undefined),-16,11,2,-0.3,-13,1,-10,-0.1,-32
CCc1ccc(CCC(=O)Nc2nnc(C)s2)o1,-4,27,-11,0.7,-10,3,10,-0.1,-1
O=C(c1cccc(Br)c1)N1CCN(C(=O)N2CCCCC2)CC1,-11,-6,-5,-0.1,-6,-5,13,0.5,3
Cn1cnnc1SCc1ccc(C(=O)n2ncc(C#N)c2N)cc1,-24,17,0,-0.5,-6,-5,5,-0.8,-13
Cc1cc(C(=O)Nc2c(F)cc(F)cc2Br)no1,9,9,-7,-0.8,-2,-4,4,-0.5,-4
O=C(Cn1nnc(-c2ccccc2)n1)OCc1ccccc1,-11,-4,-20,-0.8,0,-14,-6,-0.1,12
CCCCC(=O)Nc1ccc2c(c1)OCCO2,.,-2,27,0.3,-11,46,20,-3.3,-7
CCOC(=O)N1CCN(c2nc3c(c(=O)[nH]c(=O)n3C)n2Cc2ccccc2Cl)CC1,1,14,-7,-1.1,-5,-4,5,1.5,-12
O=C(c1cc(-c2ccc3c(c2)OCO3)on1)N1CCN(c2ccccc2)CC1,0,8,70*,-0.8,-1,36,1,0.3,53
O=C1c2ccccc2C(=O)N1Cc1nn2c(-c3ccc(Cl)cc3)nnc2s1,1,6,-10,-0.2,0,-3,6,0.8,-14
CCCCn1c(-c2cc(Cl)ccc2OC)n[nH]c1=S,1,-2,-4,0.1,-3,-5,10,1.7,21
CCCCN(Cc1cc2cc(OC)ccc2[nH]c1=O)C(=O)c1ccccn1,10,-2,-14,-1.2,13,8,-7,0.3,-1
O=C(CCCSc1nc2ccccc2s1)Nc1nccs1,-2,18,-27,0.4,-2,-9,17,-0.3,15

# Screening results (PubChem BioAssay)

# Compounds were not picked by outcome; any-hit rate near 7.1%.
